VIM-2 inh – VIM-2 metallo-beta-lactamase inhibitors, primary screen, biochemical, epi-absorbance readout, Pseudomonas aeruginosa enzyme. AID 1527, 2009. 290,000 tested, 0.89% active. purified VIM-2, nitrocefin hydrolysis, epi-absorbance fluorescence. inhibition, % at 5.6 µM;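 active = inhibition above the mean of all tested compounds plus 3 SD, cutoff set per screening run, cut at about 7.5% in these data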;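 note: red hydrolysis product quenches plate fluorescence so inhibitors raise well fluorescence; 0% = enzyme with DMSO and 100% = DMSO without enzyme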
GalR3 antag – GalR3 antagonists in HEK293 cells, primary screen, cell-based, fluorescence readout. Galanin receptor type 3 (Homo sapiens), O60755. HEK293 GalR3-CNG cAMP membrane potential fluorescence; galR3 body fused to GalR1 C-terminus. inhibition, % at 3 µM. 360,000 tested, 0.44% active. AID 651719, 2012;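 active = inhibition above the screen-wide average plus 3 SD, cut at about 13% in these data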;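 note: forskolin and galanin both at EC90 stimulate the cells; cAMP rise reported by CNG channel membrane potential dye signal; 0% = forskolin plus galanin with DMSO and 100% = forskolin alone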
Target sequence (O60755 1-299 limits assumed): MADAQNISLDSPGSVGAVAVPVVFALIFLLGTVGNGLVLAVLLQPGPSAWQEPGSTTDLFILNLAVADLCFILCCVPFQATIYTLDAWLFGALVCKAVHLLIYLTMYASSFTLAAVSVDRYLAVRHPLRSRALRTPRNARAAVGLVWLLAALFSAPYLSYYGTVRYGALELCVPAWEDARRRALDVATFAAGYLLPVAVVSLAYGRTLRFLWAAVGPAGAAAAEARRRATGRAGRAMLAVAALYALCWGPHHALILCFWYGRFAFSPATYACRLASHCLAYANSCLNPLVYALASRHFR
IDE inh – human IDE inhibitors in live cells, primary screen, fluorescence polarization, HEK cells, FAbetaB substrate | inhibition, % at 5.59 µM | Insulin-degrading enzyme (Homo sapiens), P14735 | AID 434962, 2010 | 320,000 tested, 0.41% active | FAbetaB cleavage;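 active = percent inhibition above the average of all tested compounds plus 3 SD, set per screening campaign, cut at about 16% in these data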;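 note: IDE supplied by intact live HEK cells; FP after avidin binding of uncleaved biotin substrate so inhibition keeps polarization high; 0% = DMSO wells and 100% = 60 µM reference IDE inhibitor Ii1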
IDE act – human IDE activators in live cells, primary screen, fluorescence polarization, HEK cells, FAbeta-B substrate | Insulin-degrading enzyme (Homo sapiens), P14735 | FAbeta-B cleavage; 0% vehicle, 100% cell-free pure enzyme wells | activation, % at 5.96 µM | 340,000 tested, 0.073% active;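 active = activation above the mean of all tested compounds plus 3 SD, set per screening campaign, cut at about 17% in these data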
NS3 helicase inh – inhibitors of HCV NS3 helicase, primary screen, biochemical, Cy5 molecular beacon fluorescence | Hepatitis C virus NS3 helicase | NS3 helicase DNA unwinding | inhibition, % at 10.9 µM | 290,000 tested, 0.56% active;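 active = inhibition above the mean of all tested compounds plus 3 SD, set per campaign, cut at about 35% in these data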;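 note: 0% = DMSO wells and 100% = thioflavine S control wells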
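System: Hepatitis C virus NS3 helicase domain fragment enzyme | Reagent: Annealed dual-labelled DNA beacon duplex, ATP-started | Compound dosing: 10.9 µM single point, 0.8% DMSO | Incubation: 1 h reaction at 25 °C, ATP-initiated | Technique: Cy5 fluorescence | Evaluation: Percent inhibition from t60/t0 fluorescence ratio | Benchmarks: Low DMSO, high thioflavine S at 110 µM | Replication: Singlicate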
CRFBP-R2 block – antagonists of CRF-BP/CRF-R2 complex, primary screen, cell-based, HEK293, calcium dye fluorescence, uHTS; CRF-induced calcium fluorescence; 350,000 tested, 0.59% active; inhibition, % at 11.8 µM;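 active = inhibition of the ligand-induced calcium signal above about 50% at the single tested concentration, limit read from the data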
p-CIP stab down – p/CIP-EGFP fusion destabilizers, primary screen, fluorescence, F442A cells; Q05BA5; 290,000 tested, 0.01% active; 16 h; AID 1984, 2009; decrease of EGFP signal, % at 10 µM;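 active = EGFP signal decrease of at least 30% at 10 µM or well 3 SD below plate mean, unless failing retest; inactive = the rest, including hits failing retest or dose response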; note: some compounds called inactive have numbers as strong as hits; many of its hits are not listed in these tables
IMP-1 inhibitor – IMP-1 metallo-beta-lactamase inhibitors, primary screen, biochemical, epi-absorbance readout, Pseudomonas aeruginosa enzyme; metallo-beta-lactamase IMP-1 (Pseudomonas aeruginosa); purified IMP-1, nitrocefin hydrolysis, epi-absorbance fluorescence; inhibition, % at 5.6 µM; 290,000 tested, 0.45% active; AID 1556, 2009;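 active = inhibition above the mean plus 3 SD of all compounds in the same screening run, cut at about 4.5% in these data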;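 note: 0% = IMP-1 with DMSO and 100% = DMSO wells lacking enzyme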
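Assay system: purified IMP-1; Quantity: IMP-1 0.2 nM before substrate addition; Medium: HEPES buffer pH 7.1 with ZnSO4 and Brij 35; Incubation: 15 min enzyme–compound preincubation, then 25 min nitrocefin reaction, 25 °C; Signal: fluorescence quenching readout, ex 480/em 530 nm; Controls: DMSO with and without IMP-1; Repeats: singlicate testing.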
UBC9 SUMO inh – inhibitors of in vitro SUMOylation cascade, primary screen, biochemical, HTRF, uHTS | AID 2006, 2009 | 290,000 tested, 0.36% active | inhibition, % at 35 µM | SUMO-conjugating enzyme UBC9 (Homo sapiens), P63279 | HTRF SUMOylation assay, SAE1/SAE2 + UBC9; in the data active = inhibition above about 50%, passing the limit was not always enough; note: strong numbers were not always called active
Target sequence (P63279 whole entry, looked up): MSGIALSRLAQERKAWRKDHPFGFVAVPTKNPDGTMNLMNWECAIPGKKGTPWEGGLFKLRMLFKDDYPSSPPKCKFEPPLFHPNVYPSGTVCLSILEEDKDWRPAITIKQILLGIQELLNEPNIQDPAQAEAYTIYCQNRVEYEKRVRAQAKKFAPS
* marks the source's active call; other numbers are inactive results; . = not tested or not shown.

Below each compound: VIM-2 inh	GalR3 antag	IDE inh	IDE act	NS3 helicase inh	CRFBP-R2 block	p-CIP stab down	IMP-1 inhibitor	UBC9 SUMO inh
- O=C(Nc1ccccc1)N1CCCC(CNS(=O)(=O)Cc2ccccc2)C1 (stereo not given)
 : -1.3	-2.1	1.8	-0.2	2.4	-4.0	8.5	-3.4	-5.7
- CCOC(=O)CC(NCc1ccc(OC)c(OCC)c1)c1ccc(C)cc1 (stereo not given)
 : -2.1	-3.5	-3.7	4.3	-17.2	-1.2	-1.5	-1.7	8.8
- COc1ccc(NC(=O)Nc2nnc(Cc3ccc(F)cc3)s2)cc1
 : -3.8	-0.7	.	0.6	3.5	-17.6	-13.5	-4.3	-7.3
- CCc1nnc(NC(=O)CCC(=O)NC2CCCCC2)s1
 : -4.2	-4.2	-0.9	4.9	3.6	-8.0	2.0	-2.8	-15.1
- CCN(CC)C(=O)CC(c1ccc2c(c1)OCO2)c1c(OC)cc(OC)c2ccc(=O)oc12 (stereo not given)
 : .	-6.0	-3.4	-4.3	.	-2.2	-5.9	.	6.4
- CC(C)CN(C(=O)c1cc2ccccc2o1)c1c(N)n(CC(C)C)c(=O)[nH]c1=O
 : -2.9	-3.0	-0.9	3.3	4.9	21.7	3.1	-2.3	-4.2
- COc1ccc(S(=O)(=O)NNC(=O)Nc2ccc(C)cc2)c(OC)c1
 : 1.3	-0.3	-6.4	5.3	1.1	6.5	-8.5	-0.3	7.5
- Cc1cc2oc(=O)cc(COC(=O)c3n[nH]c4ccccc34)c2cc1C
 : -3.6	2.0	5.0	4.7	-1.2	3.5	1.4	-1.9	-0.6
- CCOC(=O)C1=C(COC(=O)CCOc2ccc(C)cc2)NC(=O)NC1C (stereo not given)
 : .	-1.7	1.3	4.3	.	4.9	.	.	.
- CC(C)Nc1nnc(SCc2cc(=O)n3ccsc3n2)s1
 : 2.3	1.0	0.9	3.1	-7.0	-1.4	10.3	1.8	4.3
- Cc1ccc(NC(=O)[C@H](Cc2ccccc2)NC(=O)[C@@H]2Cc3ccccc3CN2)c(C)c1
 : -2.6	2.2	-1.6	1.0	-10.0	-2.6	-13.4	-3.6	8.6
- COc1cc(/C=C/C(=O)Nc2cc(C(F)(F)F)ccc2Cl)cc(OC)c1OC
 : -2.1	-3.9	17.4*	-4.5	-10.1	6.2	4.0	-3.8	-20.8
- O=C(CCc1c[nH]c2ccccc12)OCC(=O)N1CCN(S(=O)(=O)c2ccccc2)CC1
 : .	-5.4	-0.7	6.1	.	7.6	.	.	.
- COc1ccc(N(C(C)C(=O)N/N=C/c2cccnc2)S(C)(=O)=O)cc1 (stereo not given)
 : 1.1	-4.7	-1.1	4.3	1.5	0.2	-3.3	-0.8	5.3
- CC(CCN1CCN(c2ccccn2)CC1)c1ccccc1 (stereo not given)
 : -1.5	-2.0	0.0	2.6	31.3	-11.5	-0.9	-2.7	3.9

Random excerpt: two compounds from above.
Below each compound: VIM-2 inh	GalR3 antag	IDE inh	IDE act	NS3 helicase inh	CRFBP-R2 block	p-CIP stab down	IMP-1 inhibitor	UBC9 SUMO inh
- CC(C)CN(C(=O)c1cc2ccccc2o1)c1c(N)n(CC(C)C)c(=O)[nH]c1=O
 : -2.9	-3.0	-0.9	3.3	4.9	21.7	3.1	-2.3	-4.2
- Cc1cc2oc(=O)cc(COC(=O)c3n[nH]c4ccccc34)c2cc1C
 : -3.6	2.0	5.0	4.7	-1.2	3.5	1.4	-1.9	-0.6

A few values from above:
In UBC9 SUMO inh, `CCN(CC)C(=O)CC(c1ccc2c(c1)OCO2)c1c(OC)cc(OC)c2ccc(=O)oc12` (stereo not given) reads 6.4
In GalR3 antag, `COc1ccc(S(=O)(=O)NNC(=O)Nc2ccc(C)cc2)c(OC)c1` reads -0.3
In GalR3 antag, `O=C(CCc1c[nH]c2ccccc12)OCC(=O)N1CCN(S(=O)(=O)c2ccccc2)CC1` reads -5.4
In VIM-2 inh, `O=C(Nc1ccccc1)N1CCCC(CNS(=O)(=O)Cc2ccccc2)C1` (stereo not given) reads -1.3
In GalR3 antag, `CC(C)CN(C(=O)c1cc2ccccc2o1)c1c(N)n(CC(C)C)c(=O)[nH]c1=O` reads -3.0

Other results:
Below each compound: VIM-2 inh	GalR3 antag	IDE inh	IDE act	NS3 helicase inh	CRFBP-R2 block	p-CIP stab down	IMP-1 inhibitor	UBC9 SUMO inh
- CSc1cccc(N2CC(C(=O)NCCN3C(=O)S/C(=C\c4cccnc4)C3=O)CC2=O)c1 (stereo not given)
 : .	-1.8	0.3	-8.3	.	-7.3	.	.	.
- COc1cc(C(CC(=O)Nc2cccc(C)n2)N2Cc3ccccc3C2=O)cc(OC)c1OC (stereo not given)
 : 2.2	-8.2	2.1	-3.5	9.7	-1.8	-15.0	-0.6	2.4
- Cn1c(=O)[nH]c(=O)c2c1nc1n2CCS1
 : -1.3	-7.6	-5.9	2.3	0.2	-6.0	-2.4	-1.2	4.1
- Cc1nnc(SCC(=O)Nc2ccc(N3CCN(S(C)(=O)=O)CC3)cc2)o1
 : -3.4	-10.2	1.7	1.8	0.4	4.0	9.8	-1.5	-9.8
- COc1cc(CN2CCC(C(N)=O)CC2)ccc1OCc1ccccc1
 : -1.4	-0.3	2.3	3.2	-6.0	5.5	11.3	-1.9	-1.4
- Cc1cc(C)c(Nc2ncccc2C(=O)O)c(C)c1
 : 0.5	-0.5	-5.3	-2.6	16.3	8.5	-11.4	-0.8	28.8
- CCC(C)NC(=O)c1ccc(CNS(=O)(=O)c2ccc3c(c2)C(C)(C)C(=O)N3C)cc1 (stereo not given)
 : -3.7	10.5	-4.9	1.9	9.8	7.0	-10.1	-4.7	16.7
- CCOc1ccc(N2C(=O)C3CC(C)=C(C)CC3C2=O)c([N+](=O)[O-])c1 (stereo not given)
 : -2.3	-6.7	3.9	-6.0	-2.7	-20.2	4.5	-1.9	12.8
- CCCCCC(=O)Nc1ccc(N2CCN(S(C)(=O)=O)CC2)cc1
 : -5.6	6.8	-1.9	2.1	1.2	17.0	-0.7	-2.5	4.6
- COc1cc(/C=C/C(=O)c2ccc(C)c([N+](=O)[O-])c2)cc(OC)c1O
 : -0.3	0.2	3.0	7.1	-7.9	-59.1	-1.3	-1.7	-9.4
- CCOc1ccc(CC2NCCc3cc(OCC)c(OCC)cc32)cc1OCC (stereo not given)
 : -2.1	-9.9	-0.6	0.6	-42.4	-8.4	-17.4	-1.8	22.7
- Cc1cc(C)c(OCC(=O)NCC2COc3ccccc3O2)c(C)c1 (stereo not given)
 : .	-2.3	-0.8	5.3	.	-3.4	.	.	.
- Cc1ccsc1CN(C)C(=O)CN1C(=O)NC2(CCCCC2C)C1=O (stereo not given)
 : .	-4.1	-3.7	4.5	.	-9.8	.	.	.
- NC(=O)[C@@H]1CCCN1Cc1nc(-c2ccccc2)no1
 : -2.4	2.4	6.2	6.8	4.7	4.9	-5.5	-1.1	10.7
- CC1CCCN(c2ccc(N)cc2C(N)=O)C1 (stereo not given)
 : -1.1	-4.5	-3.6	4.8	7.2	6.5	2.1	-4.8	-5.5

Continuation:
compound	VIM-2 inh	GalR3 antag	IDE inh	IDE act	NS3 helicase inh	CRFBP-R2 block	p-CIP stab down	IMP-1 inhibitor	UBC9 SUMO inh
COc1cccc(-c2cc3nc4c(c(NCC(C)(C)CN(C)C)n3n2)CCCC4)c1	-1.0	-2.3	5.2	4.1	-25.1	-32.5	-7.7	1.5	1.6
Cc1noc(C)c1CSc1ccc2ccccc2n1	-1.3	-6.3	3.5	3.3	-4.9	11.5	5.8	-2.4	-45.3
CCC(C)(CCNC(=O)Cc1ccccc1)c1ccccc1OC (stereo not given)	-0.8	-9.1	-2.9	5.7	-12.9	4.0	7.6	-0.9	1.1
COC(=O)/C(N=Nc1cccc(C(F)(F)F)c1)=C(\C)O	1.2	5.9	5.4	0.1	4.2	9.0	-49.3	-1.9	-7.0
Cc1cc(C)cc(NC(=O)CSc2nnc(NC(=O)C3CC3)s2)c1	-3.0	-7.3	2.1	2.8	-1.8	-3.4	7.4	-2.4	-30.3
COc1ccccc1/C=C/C1=NC(=C\C=C/c2ccccc2)/C(=O)O1	-0.1	-2.0	-5.9	-0.1	46.2*	-39.9	-5.7	0.1	-2.5
CCn1c(C(=O)NC(C)c2ccc3c(c2)OCCO3)cc2sccc21 (stereo not given)	-1.8	4.7	-2.1	3.5	-3.5	-3.9	-5.9	-3.6	-10.9
O=C(Nc1ccc2c(c1)OCCO2)Nc1ccc2c(c1)OCO2	-0.2	0.4	-7.2	-0.2	3.1	8.6	-6.0	1.4	4.9
CC1CN(Cc2nc3ccccc3c(=O)[nH]2)CC(C)O1 (stereo not given)	-1.1	-2.9	-6.3	.	4.7	4.8	-3.9	-2.8	6.9
CC(C)c1ccc(CN(C(=O)c2cc3ccccc3oc2=O)C2CCS(=O)(=O)C2)cc1 (stereo not given)	-1.3	-5.1	2.2	-1.6	-2.2	-21.1	-4.7	-4.0	7.0
CCC(C(=O)N1CCN(S(C)(=O)=O)CC1)c1ccccc1 (stereo not given)	-2.3	-4.6	-1.6	-2.0	1.1	-1.8	-6.1	-2.3	2.5

Bioassay records (PubChem BioAssay)
